ALOX15B inhib: blocks human 15-lipoxygenase 2 activity; 110,000 compounds, 0.56% hits; O15296; AID 881; purified 15hLO-2, xylenol orange hydroperoxide absorbance; Potency, µM (top dose mostly 57.1 µM), inactives show at the top dose activity change, negative = inhibition, actives largely listed as inhibitors; also: potency is read from the fitted curve at half-maximal effect; nearly all actives have a fitted effect of over 60% in size; many of its hits are not listed in these tables
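Purified human 15hLO-2 (50 nM final) preincubated with compounds 15 min at room temperature in 25 mM Hepes pH 7.5, 0.01% Triton X-100, then 45 uM arachidonic acid added for 90 min; hydroperoxide detected via ferrous/xylenol orange, 573/405 nm absorbance ratio.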
IMPase inh: membrane-permeable compound that blocks inositol monophosphatase; inhibition (IP1 accumulation), % at 46.1 µM; AID 901; 120,000 tested, under 10 active; CHO-M1 cells, IP1 accumulation, HTRF TR-FRET ratio; active = well fitted curve in the direction sought with a large enough effect in the signal ratio, not every such curve was filed as active; inconclusive = small, poorly fitted or top-dose-only effect, or a change in a side signal; inactive = no such curve, though single readings can be large or run the other way; the % refers to the signal ratio;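 also: cells stimulated with carbachol in lithium chloride buffer; plate controls were DMSO basal wells for no effect and reference inhibitor wells for full effect; higher means more IMPase inhibition seen as more IP1 and lower FRET ratio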
Target sequence (P97697 whole entry, looked up): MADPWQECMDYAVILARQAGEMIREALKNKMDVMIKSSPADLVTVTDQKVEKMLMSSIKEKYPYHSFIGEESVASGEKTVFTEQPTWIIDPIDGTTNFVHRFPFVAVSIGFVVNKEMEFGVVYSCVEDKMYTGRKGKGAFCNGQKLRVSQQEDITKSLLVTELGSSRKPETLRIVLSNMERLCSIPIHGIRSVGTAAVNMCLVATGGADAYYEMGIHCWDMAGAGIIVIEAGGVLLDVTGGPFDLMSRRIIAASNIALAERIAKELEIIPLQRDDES
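The IP-One HTRF competitive assay in carbachol-stimulated CHO-M1 cells quantifies cellular IP1. Compounds spanned up to 46 uM final, and activity is expressed as AC50 from concentration-response fits of the ratio and donor data.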
PNC assembly inh: blocks assembly of the perinucleolar compartment; PC3M PTB-GFP, PNC prevalence imaging, 16 h; hits give low values; activity change (PNC), negative = inhibition, % at 10 µM; 140,000 compounds, 3.1% hits; AID 2417;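 active = readout at or below -70, meaning at least 70% loss of cells showing the perinucleolar compartment, a nuclear body marking cancer cells; inconclusive = readout between -30 and a set limit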;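 also: plate controls were DMSO wells for no effect and camptothecin positive control wells for full effect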
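Compounds are pinned in duplicate onto adhered PC3M cells stably expressing GFP-tagged PTB and incubated 16 h at 37 C. Cells are then fixed, nuclei stained with Hoechst, and PNC-positive cells counted.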
ALOX12 inhib: 12-hLO (ALOX12) enzyme inhibition | 150,000 compounds, 0.12% hits | P18054 | Potency, µM (doses to about 57.1 µM), inactives show at the top dose activity change, negative = inhibition, most hits filed as inhibitors | purified 12-hLO, xylenol orange hydroperoxide absorbance; also: potency is read from the fitted curve at half-maximal effect; nearly all actives have a fitted effect of over 55% in size; many of its hits are not listed in these tables
Target sequence (P18054 whole entry, looked up): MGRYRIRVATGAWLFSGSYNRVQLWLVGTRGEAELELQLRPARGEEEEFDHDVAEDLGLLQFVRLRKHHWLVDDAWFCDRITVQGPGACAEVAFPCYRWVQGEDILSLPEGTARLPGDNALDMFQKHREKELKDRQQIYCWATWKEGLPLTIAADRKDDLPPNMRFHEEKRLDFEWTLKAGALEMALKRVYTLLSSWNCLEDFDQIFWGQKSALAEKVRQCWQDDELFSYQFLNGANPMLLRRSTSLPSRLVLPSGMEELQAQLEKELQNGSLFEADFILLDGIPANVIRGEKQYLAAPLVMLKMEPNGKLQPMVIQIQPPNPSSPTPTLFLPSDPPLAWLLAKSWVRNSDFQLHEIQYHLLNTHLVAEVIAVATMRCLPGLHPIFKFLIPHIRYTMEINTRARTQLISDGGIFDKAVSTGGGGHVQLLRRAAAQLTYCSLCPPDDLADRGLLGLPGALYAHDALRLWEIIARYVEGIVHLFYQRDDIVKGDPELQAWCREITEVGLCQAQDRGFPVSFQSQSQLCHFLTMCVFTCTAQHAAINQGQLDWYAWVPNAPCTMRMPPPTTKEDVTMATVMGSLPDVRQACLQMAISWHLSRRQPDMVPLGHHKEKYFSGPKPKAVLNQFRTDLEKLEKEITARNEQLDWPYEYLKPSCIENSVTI
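Hydroperoxide output read as Fe(III)-xylenol orange absorbance, 573-to-405 nm ratio, after 30 min reaction with 40 uM arachidonic acid. Enzyme: 150 nM purified human 12hLO, 15 min compound preincubation; 25 mM Hepes pH 7.0, room temperature.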
The depositor's hits bear a star; ? = inconclusive; / = no result given; & = joins results of further samples; [ ] = another dose, or the depositor's remark. Unless noted, calls follow the shape of the dose curve; as a rule, active = well fitted curve in the direction sought with a large enough effect; inconclusive = small, poorly fitted or top-dose-only effect, or another doubt; inactive = no such curve, though single readings can be large; an effect the other way counts as inactive or inconclusive. Unless noted, % is scaled to controls: 0 for no effect and ±100 for the full control effect.

SMILES	ALOX15B inhib	IMPase inh	PNC assembly inh	ALOX12 inhib
CC(=O)Nc1ccccc1-c1nn[nH]n1	2%	2	36	-1%
CC(C)c1cccc2nc3c(c(C(C)(C)C)c12)Cn1c-3cccc1=O	-17%	/	/	-5%
COc1cc2c(-c3ccc(O)cc3)nc3c(c(C)nn3-c3ccccc3)c2cc1OC	/	/	37	-4%
Cc1cc(C(=O)CSc2nnc(-c3cccs3)n2Cc2ccccc2)c(C)n1C	-8%	13	-29	-13%
COc1cc(OC)cc(C(=O)NCCn2ccc3ccccc32)c1	4%	1	37	4%
O=C(NC1(O)C(=O)c2ccccc2C1=O)c1ccccc1	25µM*	4	15	-26%
O=C(CN(CC1CCCO1)C(=O)CCC(=O)Nc1nccs1)NCC1CCCO1 (stereo unspecified)	-11%	-12	6	-5%
Cc1ccc(Nc2nc(N)nc(CSc3nc4ccccc4s3)n2)cc1	/	-2&7	-23	-4%
Cc1ccc(C(c2sc3ncnn3c2O)N2CCCCC2)cc1 (stereo unspecified)	/	-6	-11	3%
COCCNc1nc(C)nc2c1nc(-c1ccccc1)n2CCN(C)C	4%	/	/	0%
COc1cc(/C=N/NC(=O)Nc2ccccc2)ccc1OC(C)=O	/	/	?	-2%
CS(=O)CSc1nc2c(cc1C#N)CCCC2 (stereo unspecified)	1%	18	-29	0%
O=C1CC(C(=O)O)S/C(=N\NC(=O)c2ccc(F)cc2)N1 (stereo unspecified)	/	/	18	-3%
CS(=O)(=O)c1ccc(-c2nn[nH]n2)cc1	0%	1	-1	3%
Cc1ccc(C(=O)NC(=S)Nc2ccccc2N2CCCC2)cc1[N+](=O)[O-]	/	/	9	?
CCN(CC)S(=O)(=O)c1ccc(/C=C/C(=O)Nc2ccc(Br)cc2F)cc1	/	/	-16	-2%
COc1ccc(OC)c(NC(=O)C2C3CC4OC(=O)C2C4C3)c1 (stereo unspecified)	/	-1	177	-4%
CC(=O)Nc1c(C(=O)N2CCOCC2)sc2nc3c(cc12)COC(C)(C)C3	11%	-1	-29	1%
CC(CN1CCOCC1)OC(=O)c1cccs1 (stereo unspecified)	2%	8	15	-1%
CCn1c(=O)c2cc(C(=O)N3CCN(C)CC3)sc2c2ccccc21	1%	1	-14	1%
Cn1cnnc1SCC(=O)Nc1ccccc1	/	-9	?	1%
C=CCSc1nc2c(cnn2-c2ccc(C)c(C)c2)c(=O)[nH]1	2%	2	35	2%
Cc1cc(C)c2c(=O)[nH]n(C3CC(C)N(C)CC3C)c2n1 (stereo unspecified)	10%	4	?	1%
CCN(CC)C(=O)CSc1nnc([C@@H](NC(=O)OC(C)(C)C)C(C)C)o1	4%	4	-23	-1%
CCCOC(=O)c1ccc(-c2ccc(C=O)o2)cc1	/	/	-18	3%
SMILES	ALOX15B inhib	IMPase inh	PNC assembly inh	ALOX12 inhib
COc1ccc(N2CCN(CCNC(=O)c3c(C)cc(=O)oc3C)CC2)cc1	11%	9	15	2%
c1csc(-c2csc3ncnc(NCCCN4CCOCC4)c23)c1	3%	6	?	3%
OCCN(Cc1ccccc1)Cc1ccc(F)c(F)c1	-16%	-4	?	-4%
CCN(CC)S(=O)(=O)c1cc([N+](=O)[O-])ccc1NNC(=O)Nc1ccc(Cl)c(Cl)c1	-20%	10	-16	-21%
COc1ccc(-n2c(SCc3nnc(-c4ccccc4)o3)nnc2-c2ccccc2)cc1	-5%	5	49	-9%
CCc1cc2c(=O)n(-c3ccccc3)c(=S)[nH]c2s1	/	-6	110	-3%
Cc1cccc(N(C(=O)CCC(=O)Nc2cc(C)on2)C(C(=O)NC2CCCC2)c2ccncc2)c1 (stereo unspecified)	-3%	-3	2	-2%
COc1cccc(C(=O)NC(=S)Nc2ccc(N(C)C)cc2)c1	/	/	15	?
COc1ccc(N2CCN(Cc3nc4ccsc4c(=O)[nH]3)CC2)cc1	2%	6	-13	0%
Cc1cc(N/C=C/C(=O)c2ccc(Br)cc2)no1	/	10	30	-6%
CS(=O)(=O)N1CCC2(CC1)CN(C(c1ccccc1)c1ccccc1)C2	0%	/	/	3%
COC(=O)CSc1nnc(CNc2ccc(F)cc2)o1	1%	-5	9	-2%
O=C(NCc1cccs1)C1CCCN(S(=O)(=O)c2ccc3c(c2)OCO3)C1 (stereo unspecified)	-3%	8	?	-12%
Cc1ccc(N2C(S)=C(C#N)C(=O)NC23CCCCC3)cc1	/	/	9	-14%
Cc1csc(NC(=O)CSc2nnc(C)s2)n1	-1%	4	-16	-4%
COc1ccc(C(=O)COc2ccccc2N2C(=O)C3C4C=CC(C4)C3C2=O)cc1 (stereo unspecified)	7%	6	32	-16%
Cn1c(=O)c2c(SCc3ccccc3)nc(-c3ccco3)nc2n(C)c1=O	-7%	?	?	-1%
COc1ccc(N=Cc2nc(-c3ccccc3)oc2OC(=O)c2ccccc2)cc1	/	/	54	-2%
Cc1[nH]n(-c2cccc3ccccc23)c(=O)c1/C=N/c1sc2c(c1C#N)CCC2	-18%	7	31	-16%
Cc1cc(C)c(COc2ccc(/C=N/n3c(C)n[nH]c3=S)cc2)c(C)c1	/	/	44	-18%
O=C(CSCc1ccccn1)Nc1ccccc1	3%	-4	?	-3%
O=C(Nc1ccc2ccccc2c1)c1cccnc1	12%	-1	-11	-13%
COC(=O)c1cc(OC)c(OC)cc1NC(=O)C(C)Sc1ccc(C)cc1 (stereo unspecified)	10%	2	-20	-1%
O=C(NNC(=S)NC(=O)C12CC3CC(CC(C3)C1)C2)c1ccncc1	18%	10	4	-3%
COc1ccc2cnnc(SCC(=O)Nc3ccc(C(C)=O)cc3)c2c1OC	/	/	22	-1%
SMILES	ALOX15B inhib	IMPase inh	PNC assembly inh	ALOX12 inhib
CC1CCN(S(=O)(=O)c2ccc(S(=O)(=O)N3CCC4(CC3)OCCO4)cc2)CC1	/	/	34	-1%
CCOC(=O)C1CCCN(C(=O)c2sc3nc(C)nc(N(CC)CC)c3c2C)C1 (stereo unspecified)	/	-13	-2	2%
Cc1ccc(CNC(=O)CCNC(=O)Cn2ccc3ccccc3c2=O)o1	-7%	-5	5	-2%
CCOC(=O)Cn1nc(Cc2ccccc2)c2ccccc2c1=O	-1%	-3	?	-1%
Nc1nc2c(s1)C(=O)CC(c1ccccc1)C2 (stereo unspecified)	9%	9	23	-5%
Cc1nnc(Sc2c(N)n(C)c(=O)[nH]c2=O)s1	-10%	-3	3	-1%
Cc1cc(/C=N/NC(=O)c2ccncc2)c(C)n1-c1ccccc1	/	-7	?	-4%
COc1ccc(CC(=O)N2N=C(C)CC2(O)C(F)(F)F)cc1 (stereo unspecified)	/	/	-17	2%
OCC#CCSc1nnc(-c2ccc(Br)cc2)o1	5%	1	-14	-2%
O=C(NCc1ccccc1)c1cc2ccccc2o1	-10%	5	-20	6%
C=CCn1c(O)c(N=NC(=O)OCC)c2ccccc21	/	/	-6	2%
COc1ccccc1NC(=O)Cc1noc(CSc2nnc(N)s2)n1	-9%	-4	20	5%
COc1ccccc1NC(=S)NC(=O)CC(C)C	-21%	3	96	-18%
COc1ccccc1/C=C1/SC(=O)N(CCC(=O)Nc2ccc(S(=O)(=O)Nc3nccs3)cc2)C1=O	/	/	47	-4%
O=C(CSc1ccc(-c2ccco2)nn1)c1ccc(F)cc1	/	2	-22	-7%
O=C(Cn1cnc2c(nnn2Cc2ccccc2)c1=O)c1ccccc1	/	-6	-9	0%
Cc1cc(/C=C2\NC(=O)N(Cc3ccc(Cl)cc3)C2=O)c(C)n1C	/	/	15	-23%
CN(C)CCNC(=O)c1cc2c(=O)n(C)c3ccccc3c2n1C	11%	8	19	5%
Cc1ccc(C(=O)CSc2n[nH]c(C)n2)cc1	-15%	-11	12	-25%
O=C(O)[C@@H]1CCN(Cc2oc(CO)cc(=O)c2O)C1	3%[11.4 µM]	/	/	-2%[11.4 µM]
O=C(NCC(c1cccnc1)N1CCOCC1)c1cccc(Cl)c1 (stereo unspecified)	0%	-1	-11	-3%
COc1ccc(C(=O)C[n+]2cccc(C)c2)cc1	/	/	-18	3%
O=C(NN1CCOCC1)c1cc(-c2ccc(Cl)c(Cl)c2)nc2ccccc12	/	/	31	-1%
O=C(NCc1ccco1)C1CCN(S(=O)(=O)c2ccc(-n3cnnn3)cc2)CC1	6%	3	-20	1%
Cc1cc(CC(=O)O)n(C)c1C(=O)c1ccc(Cl)cc1	11%[0.0915 µM]	2[20.6 µM]	/	-2%[0.00818 µM]

Fetched by structure from above:
SMILES	ALOX15B inhib	IMPase inh	PNC assembly inh	ALOX12 inhib
O=C(NC1(O)C(=O)c2ccccc2C1=O)c1ccccc1	25µM*	4	15	-26%
Nc1nc2c(s1)C(=O)CC(c1ccccc1)C2 (stereo unspecified)	9%	9	23	-5%
CN(C)CCNC(=O)c1cc2c(=O)n(C)c3ccccc3c2n1C	11%	8	19	5%
Cc1ccc(N2C(S)=C(C#N)C(=O)NC23CCCCC3)cc1	/	/	9	-14%

Remaining list, next part:
SMILES	ALOX15B inhib	IMPase inh	PNC assembly inh	ALOX12 inhib
CCn1c(=O)n(CCc2ccccc2)c(=O)c2c3c(sc21)CCCC3	1%	0	1	-6%
Cc1cc(C)cc(N(CC(=O)Nc2ccccc2-c2ccccc2)S(=O)(=O)c2ccccc2)c1	/	-14	37	-5%
O=C(NCc1ccncc1)c1c(F)c(F)c(F)c(F)c1F	-2%	-2	-9	5%
O=C(Nc1cccc(Cl)c1Cl)c1snnc1-c1ccccc1	5%	9	31	-19%
COc1ccc(NC(=O)C(c2ccc(C)cc2)N(C)C(=O)CC2NC(=O)NC2=O)cc1 (stereo unspecified)	/	/	63	-2%
COc1ccc(S(=O)(=O)N2CCC(NC(=O)OCc3c(Cl)cccc3Cl)CC2)cc1	-8%[11.4 µM]	4[1.84 µM]	-9	-3%
O=C(NCC(=O)N(Cc1ccccc1)C(C(=O)NCC1CCCO1)c1ccccc1)c1cccs1 (stereo unspecified)	6%[11.4 µM]	?	21	-2%
CCOC(=O)Cc1nnc2c(Nc3ccc(Cl)cc3)nc3nonc3n12	-13%	8	39	-15%
O=C(COC(=O)c1ccccc1C(=O)c1ccc(Cl)c([N+](=O)[O-])c1)NC1CCCCCC1	-1%	9	-22	1%
Nc1ccccc1NC(=O)c1ccccc1	-6%	2	5	-5%
C=CCNC(=S)NNC(=O)c1csc(C)c1CC	4%	-7	-25	0%
COn1c(SCc2cccc(Cl)c2)nc2ccccc2c1=O	-4%	13	-28	-24%
COC(=O)C(Cc1ccc(OC(=O)c2ccccc2Cl)cc1)N1Cc2ccccc2C1=O (stereo unspecified)	-10%	4	19	-6%
O=C(c1ccco1)N1CCN(S(=O)(=O)c2ccc(Oc3ccccc3)cc2)CC1	-2%	2	-29	1%
O=C(NCCN1CCN(C(=O)Nc2ccccc2)CC1)Nc1ccccc1	8%	2	-11	2%
CC(C)NC(=O)C1CCCN(c2nnc(-n3cccc3)s2)C1 (stereo unspecified)	-2%	0	-17	3%
CC(C)(C)NC(=O)COc1ccc(-c2ccccc2)cc1	8%	1	40	5%
Cc1nn(C)c(C)c1NS(=O)(=O)c1ccccc1	5%	-2	-6	1%
C=CCc1ccc(OCC(O)CO)c(OC)c1 (stereo unspecified)	-3%	-2	23	5%
COc1ccc2c(c1)c1c3n2CCN(C)C3=NCC1	6%	-10	33	-3%
CC(=O)c1sc(NC(=O)c2c(F)cccc2F)nc1C	0%	0	?	2%
c1ccc(NCC2OCc3ccccc3CO2)cc1	/	/	39	3%
Cc1ccc(N(CCCCN2C(=O)c3ccccc3C2=O)C(=O)c2cccc([N+](=O)[O-])c2)cc1	-6%	6	9	-2%
Cc1cc(NC(=O)COC(=O)C(Cc2ccccc2)NC(=O)c2ccco2)no1 (stereo unspecified)	1%	8	-3	-1%
C=CCNCCCCOc1ccc(OCC)cc1	14%	4	8	5%

The list is partial; the hit share may differ from the screen's.
